Assay outcomes deposited in PubChem BioAssay by Sanford-Burnham Center for Chemical Genomics.
HT1080 cytotoxicity: cytotoxicity in HT1080 fibrosarcoma cells, cell-based, fluorescence readout (AID 620); HT1080 viability, fluorescence; higher % means a stronger effect; cytotoxicity, % at 10 µM; hits with a dose series show EC50 in µM; 87,000 compounds, 0.42% hits; in the data active = cytotoxicity above about 50%;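 note: cells exposed to compound overnight then 4 h with Alamar Blue; 0% = vehicle DMSO and 100% = killing control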
* = called active by the depositor.

SMILES,HT1080 cytotoxicity
Cc1ccc(OCc2nnc(SCC(=O)Nc3nccs3)n2-c2ccccc2)cc1C,11%
CCC(Sc1nc2cc(OC)c(OC)cc2c(=O)n1Cc1ccco1)C(=O)NCCOC (configuration not stated),21%
CCN(CC)c1ccc(/C=c2/sc3nnc(-c4ccccc4C)n3c2=O)cc1,4%
CCOc1ccc2nc(NC(=O)c3cnc(C)cn3)sc2c1,5%
CCOC(=O)N1CCN(C(=O)c2ccc(NC(=O)CC)cc2)CC1,-15%
O=C(Nc1ccc(Br)cn1)C1CCCN1S(=O)(=O)c1ccccc1 (configuration not stated),-5%
CC(=O)c1c(C)[nH]c(C(=O)COc2cc(C)ccc2C(C)C)c1C,-11%
Cn1c(CN2CCOCC2)nnc1SCC(N)=O,-5%
O=C(NCC1CCCO1)c1cc(-c2ccc(Cl)cc2Cl)on1 (configuration not stated),-11%
CCOC(=O)c1nnn(-c2nonc2-n2cccc2)c1CCl,1%
Cn1cnnc1SCCNS(=O)(=O)c1ccccc1,-2%
COc1ccc(S(=O)(=O)Nc2ccccc2)cc1OC,4%
CCOC(=O)N1CCN(S(=O)(=O)c2ccc(OC)c(OC)c2)CC1,-6%
CC(C)C[C@@H](N)c1nnc(SCC(=O)c2ccc(Cl)cc2)o1,-5%
O=C(Nc1ccc(Cl)cc1)N(C1=NCCC1)c1ccc(OC(F)F)cc1,-16%
CCOC(=O)/C(=N\Nc1ccccc1)c1csc(Nc2ccc(C)cc2)n1,-12%
CC(C)(C)c1ccc(S(=O)(=O)NC(Cc2ccccc2)C(=O)O)cc1 (configuration not stated),-17%
CC(C)SC1=NC(C)(C)C=C(/C=C/c2c(Cl)cccc2Cl)N1,-7%
CCc1nnc(NC(=O)CCc2ccc(C)o2)s1,4%
O=C(Nc1cccc(F)c1)N1CC=C(c2ccc(Cl)cc2)CC1,-9%
CN(C)CCC(O)(c1ccccc1)c1ccccc1,-5%
COc1cccc2cc(-c3cn4ccc(C)cc4n3)c(=O)oc12,22%
COC(=O)C1=C(C)N(CCCC(=O)O)C(=O)NC1c1cccc(OC)c1 (configuration not stated),-11%
Cc1ccc(S(=O)(=O)Nc2c(C)ccc3nsnc23)cc1,13%
CCc1c(O)nc(SCC(=O)NC(C)(C)C)n(-c2ccccc2)c1=O,-10%
C[Si](C)(C)C#Cc1ccccc1NC(=S)Nc1ccccc1,-5%
Cc1cc(Cl)ccc1N=c1ssnc1Cl,-2%
CCCCN(C(=O)Cn1nnc2ccccc21)C(C(=O)NCCOC)c1ccccc1 (configuration not stated),-4%
COC(=O)C1(CC(C)C)C=CCN1C(=O)c1ccccc1 (configuration not stated),-20%
COCCN(C(=O)CNC(=O)c1ccco1)C(C(=O)NC1CCCC1)c1cccs1 (configuration not stated),-11%
CC(C)(C)C(=O)Nc1nnc(SCC(=O)NCc2cccs2)s1,3%
O=C(NCc1ccccc1)[C@@H]1C[C@H]1[C@@H](NP(=O)(c1ccccc1)c1ccccc1)c1ccccc1,-5%
CCCCN1C2=C(C(=O)CC(C)(C)C2)C(c2ccccc2)C2=C1c1ccccc1C2=O (configuration not stated),-5%
NS(=O)(=O)c1ccc2c(c1)C1C=CCC1C(C1CC=CCC1)N2 (configuration not stated),-9%
COCCNC(=O)[C@@]1(Cc2ccccc2)C=C[C@@H](C)N1C(=O)OC,3%
CCCCC(CC)CNC(=O)C1C2C=CC(C2)C1C(=O)O (configuration not stated),2%
COC(=O)Cc1c(C)nc2nc(-c3ccc(C)cc3)[nH]n2c1=O,-1%
CCCCCCCc1nc2c(=O)[nH]c3ccccc3c2o1,-8%
Nc1nc(N2CCOCC2)cc(=O)[nH]1,-7%
COc1ccc(OCCSc2ncn[nH]2)cc1,-12%
CCCC(C)NC1=NCCCCC1 (configuration not stated),12%
CCOC(=O)Cn1nc(-c2ccc(F)cc2)oc1=O,-3%
CC1(c2ccccc2)NC(=O)N(CC(=O)NC(=O)NCc2ccco2)C1=O (configuration not stated),-2%
O=C(CSc1nncn1-c1ccccc1)Nc1ccc(N2CCOCC2)cc1,-3%
Clc1cccc(Cl)c1Cn1cc(Br)cn1,1%
CC(C)NC(=O)COc1ccc(Cl)cc1Cl,-12%
O=C(COc1ccc2ccccc2c1)Nc1ccc(S(=O)(=O)N2CCCCCC2)cc1,8%
CON(c1nc(N(C)C)nc(N(C)C)n1)S(=O)(=O)c1ccccc1Cl,0%
CC1CCCC(C)N1C(=O)CSc1nc(N)c(-c2ccccc2)c(=O)[nH]1 (configuration not stated),-2%
Cc1ccc(/C(N)=N/OC(=O)/C=C/c2ccccc2)cc1,0%
Cc1ccc(C(=O)N2CCc3ccccc32)cc1,-5%
COc1ccc(/C=C2\CCc3ccccc3C2=O)cc1Cn1nc(C)c(Br)c1C,-14%
CCCCOc1ccc(C(CC(=O)NC)C(=O)O)cc1 (configuration not stated),-3%
CC(=O)NC1=NN(C(C)=O)C(c2sccc2C)S1 (configuration not stated),9%
COCCNC(=O)COc1ccccc1C,-10%
COc1ccc(-n2c(COc3ccc(Cl)cc3)nnc2SCc2ccc(C#N)cc2)cc1,-13%
COc1ccc(OCC(=O)OC2CCN(C)CC2)cc1,4%
Cc1cc2ccccc2c(=O)n1CC(=O)NCc1ccco1,-14%
COC(=O)c1ccc(C23CC4(C2)[C@H](CN(Cc2ccc(C(F)(F)F)cc2)[C@@H]4c2ccccc2)C3c2ccc(C(F)(F)F)cc2)cc1 (some centres not stated),8%
Cc1ccccc1NC(=S)N(C)Cc1cccs1,-12%

Reprinted at random: 5 compounds from above.
SMILES,HT1080 cytotoxicity
CC(C)(C)c1ccc(S(=O)(=O)NC(Cc2ccccc2)C(=O)O)cc1 (configuration not stated),-17%
CCOc1ccc2nc(NC(=O)c3cnc(C)cn3)sc2c1,5%
CC(C)SC1=NC(C)(C)C=C(/C=C/c2c(Cl)cccc2Cl)N1,-7%
COc1ccc(OCC(=O)OC2CCN(C)CC2)cc1,4%
COC(=O)c1ccc(C23CC4(C2)[C@H](CN(Cc2ccc(C(F)(F)F)cc2)[C@@H]4c2ccccc2)C3c2ccc(C(F)(F)F)cc2)cc1 (some centres not stated),8%

Next section.
Compound,HT1080 cytotoxicity
CCCCN(CCCNC(=O)c1ccc2nc(N3CCOCC3)sc2c1)Cc1ccccc1,5%
CCOc1ccc2nc(SCC(=O)Nc3ccc4c(c3)OCCO4)[nH]c2c1,-16%
Cc1cc(NC(=O)C2CCCCC2)n(-c2nc3ccccc3[nH]2)n1,-10%
CC1CCCN(C(=O)N2c3ccccc3Sc3ccccc32)C1 (configuration not stated),-20%
Cc1ccccc1CSc1nc2c(c(=O)[nH]1)CCCC2,-2%
COn1c(SCc2ccc(C)cc2C)nc2ccccc2c1=O,25%
Cc1nc(-c2cccc(NS(C)(=O)=O)c2)cs1,-2%
CC(=O)Nc1ccc(S(=O)(=O)Nc2nnc(C(C)C)s2)cc1,18%
CCCSc1nnc(CSc2nc3ccccc3s2)n1-c1ccccc1,14%
Cc1nn(C(C)(C)C)c(OC(=O)c2ccc3c(c2)OCO3)c1Sc1ccccc1,0%
CCCCNC(=O)COC(=O)c1cc(F)c(F)cc1Cl,-3%
O=C(CN1CCCCCC1)Nc1ccc(F)c(F)c1,3%
CCOC(=O)c1c(C)[nH]c(C(=O)COC(=O)C(C)N2C(=O)C3CCCCC3C2=O)c1C (configuration not stated),28%
NNC(=O)CCS(=O)(=O)c1ccc2ccccc2c1,14%
N#Cc1c2c(c(NCc3cccnc3)n3c1nc1ccccc13)CCC2,-8%
CCOc1ccc(S(=O)(=O)N2CCN(c3ccccc3F)CC2)c2cccnc12,-6%
COc1ccc2c(c1)C(=NN)c1cc(OC)ccc1-2,17%
COc1ccc(Oc2c(C)oc3c(CN4CCOCC4)c(O)ccc3c2=O)cc1,-2%
COC(=O)[C@@]1(Cc2ccc(OC)cc2)[C@H]2c3cc(C(=O)N(C)C)n(Cc4cc(C)n(C)n4)c3C[C@H]2CN1C(=O)c1ccccc1,-3%
c1ccc(CCNc2nc3ccccc3s2)cc1,-8%
CCc1ccc(OCCCOc2ccc(C=O)cc2)cc1,16%
COc1cc(OC)c2c(N)c(C#N)c(C(F)(F)C(F)(F)F)nc2c1,-6%
CCCCn1c(-c2ccoc2C)n[nH]c1=S,1%
COc1cc(/C=C2\C(=O)N(CCC#N)N=C2C)c(Br)cc1OC(C)C,3%
C[C@H](N)c1nnc(SCc2c(Cl)cccc2Cl)o1,-8%
c1csc(-c2nc3c4ccccc4c4ccccc4c3[nH]2)c1,-1%
CC1CN(C(=O)Nc2ccc3c(c2)OCO3)CC(C)O1 (configuration not stated),6%
CCOC(=O)C1(CCC(C)C)CC(CSc2nc3ccccc3[nH]2)OC1=O (configuration not stated),-14%
CCOC(=O)c1cnc(SC)nc1Sc1ccccc1,-13%
COc1ccc(/C=C/C(=O)Nc2c(C)nn(C)c2C)cc1COc1ccc(Cl)cc1Br,9%
O=S(=O)(NCc1ccccc1)c1ccc(S(=O)(=O)N(Cc2ccccn2)C2CCCC2)cc1,-21%
CCC(=O)NCCc1nc2cc(NC(=O)c3ccccc3OC)ccc2n1C,-8%
COc1ccc(Cl)cc1-c1n[nH]c(=S)n1C,-9%
CCOC(=O)c1cc2c(=O)n3cccc(C)c3nc2n(Cc2ccco2)c1=NC(=O)c1ccccc1,6%
CCC(C)(C(=O)NC1CCCCC1)N(C(=O)C1CCC(=O)N1)c1ccccc1 (configuration not stated),-2%
CCOC(=O)C(C)CC(C)C(=O)N1CCOCCN(C(=O)C(C)CC(C)C(=O)OCC)CCOCC1 (configuration not stated),-4%
Cc1cccn2c(=O)c3cc(C#N)c(=N)n(CCCN4CCOCC4)c3nc12,-9%
CCOc1ccc(N2C(=O)CS/C2=C(\C(Cl)=C(Cl)Cl)[N+](=O)[O-])cc1,12%
CC1=C(C(=O)OCc2ccccc2)C(c2ccc(Cl)cc2)NC(=O)N1CCCC(=O)O (configuration not stated),1%
CCn1c(CNc2nc(-c3ccccc3)cs2)nnc1SCC(=O)NCc1ccccc1,-2%
COc1ccc(S(=O)(=O)Nc2cc3c(C(C)=O)c(C)oc3c3ccccc23)cc1,63%*
CC(=O)c1ccc(NC(=O)c2cccs2)cc1,-2%
Cc1cc(C)nc(N2CCCC(C(=O)NCc3ccccc3)C2)n1 (configuration not stated),7%
Cc1ccc(-n2ncc3c(Nc4cccc(C(=O)O)c4)ncnc32)cc1,-4%
O=P(Cc1cc[n+]([O-])cc1)(c1ccccc1)c1ccccc1,-21%
CCC1(C)Cc2c(sc3nc(SC)n(Cc4ccccc4)c(=O)c23)CO1 (configuration not stated),-33%
COc1cc2c(cc1OC)C(c1cc3cc4c(cc3[nH]c1=O)OCO4)N(C(=O)C1CC1)CC2 (configuration not stated),24%
COc1ccc(N2CCN(C(=O)NC3CCCCC3)CC2)cc1,3%
S=C(c1ccc2c(c1)OCO2)N1CCCCCC1,0%
Cc1nn(C(=O)c2ccco2)c(C)c1Br,-2%

Next section.
Compound,HT1080 cytotoxicity
CCC(C)[C@H](N)c1nnc(SCC(=O)c2ccc(Cl)cc2)o1 (some centres not stated),-5%
CCCNC(=O)c1ccc(CN2CCc3ccccc3C2)cc1,1%
COc1ccc(C2=NNC(c3cccs3)=Nc3ccc(OC)cc32)cc1,6%
Cc1cc(=O)oc(C)c1C(=O)NCc1ccco1,1%
CCNC(=O)C1CCCN1S(=O)(=O)c1ccc(C)cc1 (configuration not stated),2%
Cc1ccccc1C(C(=O)NCc1ccccc1)N(Cc1ccco1)C(=O)c1ccccn1 (configuration not stated),-13%
CCc1cc2cc(C(=O)Nc3ccc(C)cc3)sc2s1,-1%
C/C=C/c1ccc(OCCCNC(C)CC)c(OC)c1 (configuration not stated),2%
CSCC[C@H](NC(=O)OCc1ccccc1)C(=O)O,-9%
CCN1C(=O)CC(N2CCN(CC(=O)NC(C)C)CC2)C1=O (configuration not stated),-4%

Reprinted from the part before: 5 entries, then new ones.
Compound,HT1080 cytotoxicity
Cc1ccccc1C(C(=O)NCc1ccccc1)N(Cc1ccco1)C(=O)c1ccccn1 (configuration not stated),-13%
CCc1cc2cc(C(=O)Nc3ccc(C)cc3)sc2s1,-1%
C/C=C/c1ccc(OCCCNC(C)CC)c(OC)c1 (configuration not stated),2%
CSCC[C@H](NC(=O)OCc1ccccc1)C(=O)O,-9%
CCN1C(=O)CC(N2CCN(CC(=O)NC(C)C)CC2)C1=O (configuration not stated),-4%
CCCc1nc2oc3c(OC)ncnc3c2c2c1COC(C)(C)C2,-13%
Cc1ccc(-n2nnnc2SCn2nnc3ccccc3c2=O)cc1,-18%
COc1ccc(-n2c(C)csc2=S)cc1,2%
O=C(Nc1cccc(C(F)(F)F)c1)c1ccc(Cn2cc(Br)cn2)o1,-14%
O=C(CN1CCN(S(=O)(=O)c2ccc3ccccc3c2)CC1)N1CCc2ccccc2C1,0%
Cc1nc(NCc2ccco2)c2c(C)c(C)sc2n1,40%
Clc1ccc(-c2nnnn2-c2ccc(Cl)c(Cl)c2)cc1Cl,2%
CCCCCCOC(=O)c1ccc(OC(=O)c2cccnc2)cc1,20%
COc1cc(S(=O)(=O)NCc2ccccn2)c(OC)cc1Cl,7%
COc1ccc(Cl)cc1NC(=O)CC(C)c1ccccc1 (configuration not stated),-3%
COc1ccccc1S(=O)(=O)Nc1ccc(-c2nnc3n2CCCCC3)cc1,-9%
O=C(NNS(=O)(=O)c1ccccc1[N+](=O)[O-])c1ccc(O)cc1,12%
CN1CCN(C2=CC(=O)OC23CCCCC3)CC1,1%
CCOC(=O)c1ccccc1NC(=O)CN(c1ccccc1C)S(C)(=O)=O,7%
CC(NC(=O)C12CC3CC(CC(C3)C1)C2)c1ccc2c(c1)OCCO2 (configuration not stated),0%

The list is partial. The share of hits here may be higher or lower than overall.
